A549 tox: counter-screen for Nrf2 inhibitors: cytotoxicity in A549 cells; A549 ARE-Fluc cells, CellTiter-Fluor viability, 18-24 h; Potency, µM (titrated, usually from 46 µM), inactives show at the top dose activity change, negative = cytotoxicity, most hits filed as inhibitors; 0.16% of 390,000 active; AID 504648; further: potency means the concentration at half of the fitted maximal effect; on the % scale 0 is the no-effect control and ±100 the full control effect
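A549 ARE_Fluc cells in 5% FBS OPTI-MEM were exposed to compounds in concentration-response for 18-24 h at 37 deg C. Viability was read by CellTiter-Fluor fluorescence (Ex 405/Em 525) after 30 min, before the luciferase read.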
HepG2 viability: HepG2 cytotoxicity, counter-screen for TGF-b inhibitors; HepG2 CAGA-GFP viability, ATP luminescence, 18 h; Potency, µM (top dose mostly 46.1 µM), for the others: at the highest dose activity change, negative = cytotoxicity, most hits filed as cytotoxic; 0.76% of 410,000 active; AID 588856; further: potency means the concentration at half of the fitted maximal effect; some results filed as inactive show a strong effect at the top dose
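HepG2 CAGA-GFP cells (1000/well, DMEM with 1% FBS) received compound, then TGF-beta at 500 pg/mL final, and were incubated 18 hours at 37 degrees C. Viability was read by CellTiter-Glo luminescence. Media-only wells were set as complete cell-killing and DMSO as no toxicity.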
Nrf2 ARE act: activates Nrf2 signaling | 0.31% of 410,000 active | Potency, µM (highest dose often 46.1 µM), inactives show top-dose activation, hits mostly activators | AREc32 ARE-luciferase reporter (MCF7-derived line), luminescence, 24 h; further: potency means the concentration at half of the fitted maximal effect; % of control where 0% means no effect; nearly all actives have a fitted effect of over 65% in size
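AREc32_Fluc, 1000 cells/well, OPTI-MEM + 5% FBS, o/n 37 deg C 5% CO2; 23 nL cpd by pin tool, 24 hr; Steady-Glo 30 min RT, luminescence.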
Abeta rescue: compounds reversing amyloid beta toxicity in yeast; Potency, µM (titrated, usually from 46.1 µM), for inactives: at the highest dose growth rescue, usual class: activators; yeast expressing A-beta42, growth rescue, OD600, 48 h; response scale: 0% DMSO, 100% iron-clioquinol control; 0.063% of 410,000 active; further: potency means the concentration at half of the fitted maximal effect; nearly all actives have a fitted effect of over 55% in size
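Yeast growth medium received pinned compounds, then yeast cells expressing toxic A-beta were added; plates incubated at 30 C for 48 hr. Growth read as absorbance at 600 nm, normalized to DMSO and equimolar FeCl3 plus clioquinol controls.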
Nrf2 block: inhibitors of Nrf2 signaling; 2.1% of 360,000 active; Potency, µM (series often up to 46 µM), without a hit: top-dose activity change, negative = inhibition, actives largely listed as inhibitors; A549 ARE-Fluc reporter, luciferase luminescence, 18-24 h; AID 504444; further: potency means the concentration at half of the fitted maximal effect; on the % scale 0 is the no-effect control and ±100 the full control effect; nearly all actives have a fitted effect of over 60% in size
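In this cell-based qHTS, ARE-driven firefly luciferase in A549 cells reports Nrf2 activity; the luminescent signal after BugLite lysis is the measured value, with a prior CellTiter-Fluor read for cell health.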
CCT chaperon mod: changes cytosolic chaperonin activity; activity change, % (no concentration beside the values), hits read low; purified chaperonin ATPase assay, HTRF ADP detection, 30 min; 0.3% of 360,000 active; in the data active means activity change below about -30%; further: on the % scale 0 is the no-effect control and ±100 the full control effect
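TRiC (40 or 20 nM final, by batch activity) in 30 mM Tris pH 7.4, 100 mM KCl, 5 mM MgCl2, 1 mM DTT was treated with compound at 76 uM single dose, then 10 uM ATP, 30 min at 37 °C. ADP was read by HTRF Transcreener.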
pAkt inh: inhibitors of Akt phosphorylation; Neuro2A IGF-stimulated pAkt S473 HTRF, 20 min; stronger effect = lower value; activity change, % for hits at 50 µM; 0.32% of 360,000 active; AID 651550; in the data active means activity change below about -80%; inconclusive means mostly about -51% to -80%; further: on the % scale 0 is the no-effect control and ±100 the full control effect
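Neuro2A cells in DMEM with 0.5% FBS, overnight at 37 deg C, given compound at single 50 µM final, then IGF (6 nM final) for 20 min at 37 deg C. Lysed; phospho-Akt Ser473 by HTRF after 24 h, 665/615 ratio.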
TGFb SMAD3 inh: TGF-b pathway inhibition. HepG2 CAGA-GFP TGF-b/SMAD3 reporter, GFP fluorescence, 18 h; TGF-beta stimulated, 500 pg/mL final. Potency, µM (highest dose often 46.1 µM), inactives show at the highest dose activity, negative = inhibition, most hits filed as inhibitors. 1.2% of 410,000 active; further: potency means the concentration at half of the fitted maximal effect; on the % scale 0 is the no-effect control and ±100 the full control effect; nearly all actives have a fitted effect of over 65% in size
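Per well, imaged GFP fluorescence of HEPG2 CAGA-GFP cells gives the signal; cells get compound, then TGF-beta (500 pg/mL final), 18 h at 37 degrees C; %Activity versus -TGF-beta and +DMSO controls.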
MmCpn inh: M. maripaludis TRiC chaperonin inhibition; purified Mm-Cpn ATPase, ADP Transcreener TR-FRET; Potency, µM (top dose mostly 76.9 µM), without a hit: at the highest dose activity, negative = inhibition, usual class: inhibitors; 0.031% of 330,000 active; further: potency means the concentration at half of the fitted maximal effect; on the % scale 0 is the no-effect control and ±100 the full control effect; nearly all actives have a fitted effect of over 80% in size
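Inhibition of chaperonin ATP hydrolysis is measured as reduced ADP production, detected by competitive TR-FRET in which signal falls with ADP. Final enzyme 25 nM and ATP 10 uM, reacted 30 min at 37°C.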
The depositor's hits bear a star; i = inactive; ? = inconclusive; / = no result given; [ ] = another dose, or the depositor's remark. Unless noted, the call rests on the fitted dose curve; in most records, active means well fitted curve in the direction sought with a large enough effect; inconclusive means small, poorly fitted or top-dose-only effect, or another doubt; inactive means no such curve, though single readings can be large; an effect the other way counts as inactive or inconclusive.

SMILES | A549 tox | HepG2 viability | Nrf2 ARE act | Abeta rescue | Nrf2 block | CCT chaperon mod | pAkt inh | TGFb SMAD3 inh | MmCpn inh
COc1ccc(OC)c(S(=O)(=O)N2CCC(C(=O)NC3CC3)CC2)c1 | -2% | -5% | 0.2% | -22% | -7% | -1.3 | i | -2% | -1%
Cc1cc(C)n(-c2ccc(C(=O)N3CCN(S(=O)(=O)c4ccc(C(C)C)cc4)CC3)cc2)n1 | -17% | -14% | 0.0% | 10% | 23µM* | -1.2 | i | -2% | 4%
O=C(c1ccc(F)cc1)N1CCN(c2cc(N3CCCCC3)c(F)cc2[N+](=O)[O-])CC1 | ? | 4% | 6.9% | -20% | ? | 0.7 | i | ? | 6%
CC1(c2ccc(OC(F)F)cc2)NC(=O)N(CC(=O)Nc2ccc(N3CCCCC3)cc2)C1=O (stereo not given) | 3% | -7% | 0.1% | 8% | 3% | -4.5 | i | -10% | -3%
COc1cccc(Nc2nc(C(N)C3CCCCC3)cs2)n1 (stereo not given) | / | 16µM* | -2.8% | -8% | / | -0.9 | i | ? | /
Cc1cccc(NC(=O)CCNC(=O)c2ccco2)c1 | 1% | -18% | 0.2% | -5% | 4% | -4.6 | i | 3% | -1%
COc1ccc(C(=O)Nc2nnc(S(=O)(=O)N(CC(C)C)c3ccccc3)s2)cc1 | 2% | -4% | 0.4% | -17% | ? | / | / | -12% | /
CC1=C(/C=C/C(C)=N\NC(=O)c2ccncc2)C(C)(C)CCC1 | 1% | -16% | 0.3% | -2% | -3% | -0.5 | i | -19% | 1%
CCOC(=O)C1=C(C)NC(C)=C(C(=O)OCC)C1c1sccc1C | 0% | -32% | 2.8% | -27% | ? | -0.2 | i | -7% | -1%
COCCNC(=O)c1[nH]c2cc(C)ccc2c1Sc1ccc(Cl)cc1 | -4% | -19% | 0.4% | 8% | -23% | / | / | 44%[activator] | /
COC(=O)Nc1ccc(S(=O)(=O)N2CCCC(C(=O)NC3CCS(=O)(=O)C3)C2)cc1 (stereo not given) | 2% | 11% | -1.3% | 9% | -9% | 0.7 | i | -6% | 0%
Cc1nc2ccc(NS(=O)(=O)c3ccccc3F)cc2s1 | 0% | -9% | 0.7% | -8% | ? | -0.3 | i | ? | -3%
CCOC(=O)N1CCN(S(=O)(=O)N2CCCC(C(=O)NCc3ccc(C)cc3)C2)CC1 (stereo not given) | / | 16% | -0.5% | 3% | / | 0.2 | i | -11% | /
O=C(NCCCN1CCCC1=O)Nc1ccccc1F | 1% | 16% | -0.5% | -8% | 29% | 0.6 | i | 7% | 2%
O=C(NCCCc1ccccc1)c1ccccc1 | -2% | -3% | -0.2% | 12% | / | -1.1 | i | -5% | 0%
Cc1ccc(OCCNC(=O)c2ccc(COc3ccccc3)o2)cc1 | -8% | -10% | 0.2% | -7% | -9% | 2.6 | i | -20% | 1%
O=C(CN1CCCCC1)N1N=C(c2cccs2)CC1c1cccs1 (stereo not given) | 2% | 0% | -0.1% | -9% | 18% | 1.9 | i | 12% | 3%
CC(C)CCOc1ccc(C(=O)NN2C(=O)NC3(CCCCC3)C2=O)cc1 | 0% | -33% | -0.5% | -1% | -17% | -3.0 | i | 2% | 0%
Cc1ccc(CNC(=O)CSCc2ccccc2F)cc1 | 15% | -10% | 5.4% | 8% | 22% | 1.3 | i | 2% | 0%
Nc1ncnc2c1ncn2[C@@H]1O[C@H](CO)C[C@H]1O | -1% | -24% | -1.5% | -6% | -20% | 0.3 | i | -28% | /
CCCOC1CCCN(C(=O)c2ccc(OC3CCN(C(=O)CCOC)CC3)cc2)C1 (stereo not given) | -2% | 0% | 0.2% | 5% | 14% | -1.6 | i | 9% | -2%
O=CN1CCN(C(C(=O)NC2CCCC2)c2cc3c(cc2[N+](=O)[O-])OCO3)CC1 (stereo not given) | -10% | -12% | 2.4% | -17% | 10% | 0.5 | i | 0% | -4%
COc1ccc(Cl)cc1NS(=O)(=O)c1cccc(C(=O)NC2CC2)c1 | 9% | -3% | -0.2% | -7% | -12% | 0.8 | i | ? | -14%
COc1ccc(-c2csc(N(CC3CCCO3)C(=O)c3ccco3)n2)cc1 (stereo not given) | -24% | -22% | 0.3% | -19% | -14% | -1.3 | i | -16% | -15%
O=S(=O)(c1ccc(N2CCN(S(=O)(=O)c3ccccc3)CC2)nc1)N1CCCC1 | 7% | -10% | 0.1% | -16% | -23% | -0.6 | i | 5% | -8%
CC(C)(C)c1nnc2sc(SCC(=O)NCc3ccco3)nn2c1=O | -4% | -6% | 0.5% | -11% | 6% | 1.1 | i | -5% | -2%
COc1ccc(C(=O)NCCSc2ccccc2C)cc1 | -2% | -1% | 0.1% | -5% | ? | 1.2 | i | -4% | 0%
O=C(CN1CCN(C(=O)C2COc3ccccc3O2)CC1)Nc1ccc(F)cc1 (stereo not given) | -11% | 15% | 3.1% | ? | 24% | 0.0 | i | 0% | 0%
Cc1ccc(-c2nc3ccc(Cl)cn3c2Cc2cccc(F)c2)cc1 | / | -11% | 8.5% | 1% | / | 1.2 | i | -11% | /
COc1cc(OC)c(OC)cc1/C=N/N(C)c1ccccc1 | -14% | -28% | -0.1% | -9% | ? | -1.8 | i | 1% | -5%
S=C1N[C@H]2CCCC[C@@H]2N1 | 13% | -12% | -0.1% | 6% | -26% | -4.1 | i | -9% | 3%
Cc1cc(C)n(-c2nnc(N3CCN(c4ccccc4)CC3)nn2)n1 | -13% | 4% | -0.3% | -39%[inhibitor] | ? | 1.4 | i | 7% | -12%
COC(=O)N1C(=O)[C@](c2ccccc2)(C2CCCCC2)N1C(=O)OC | -9% | -2% | ? | -3% | ? | -1.5 | i | -16% | 0%
CN(CC(=O)NCCc1ccc(Cl)cc1)S(=O)(=O)c1cccs1 | 0% | 6% | 0.3% | -7% | -3% | 0.6 | i | 9% | -1%
Cc1ccc(NS(=O)(=O)c2ccccc2)c(NS(=O)(=O)c2ccccc2)c1 | 3% | -8% | -0.7% | -8% | 1% | -2.5 | i | -4% | /
CC(=O)Nc1nc(C=C(Cl)Cl)cs1 | -5% | -22% | ? | -27% | -7% | 0.2 | i | 1% | 1%
S=C(Nc1cccc(Cl)c1)Nc1ccccc1Oc1ccccc1 | 4% | -41% | 4.3% | ? | ? | -1.4 | i | ? | -2%
CCOc1ccccc1C(=O)NCC(=O)NNC(=O)c1cccs1 | -3% | 6% | 0.9% | 0% | -13% | 1.3 | i | 1% | 1%
Cc1nn(-c2ncc(C(F)(F)F)cc2Cl)c(=O)n1-c1cccc(F)c1 | -1% | -1% | -0.5% | -12% | 30% | -1.5 | i | 2% | -9%
COc1ccccc1NS(=O)(=O)c1cc(C(=O)NCC(C)(C)N2CCOCC2)ccc1C | -2% | 1% | 0.7% | 4% | -9% | 1.5 | i | -7% | -1%
CNc1cccc(-c2cc(OC)c(OC)c(OC)c2)n1 | / | -17% | 4.7% | -22% | / | -1.8 | i | 25% | /
CCc1ccc(N(C(=O)c2csnn2)C(C(=O)NC(C)(C)CC)c2cccnc2)cc1 (stereo not given) | -5% | -17% | -0.6% | 15% | 30% | -1.6 | i | -16% | -4%
Cc1cc2nc(-c3ccc(=O)[nH]c3)n(C)c2cc1C | 1% | 4% | 3.5% | 0% | 0% | -5.2 | i | ? | -2%
Cc1cc(Cl)ccc1OCC(=O)NCCOc1nc(N2CCCCC2)nc(N2CCOCC2)n1 | 1% | 1% | -0.4% | -2% | 1% | -13 | i | -16% | -1%
COc1ccc(NS(=O)(=O)c2ccc(N3CCCCC3)c(N)c2)cc1 | -8% | -31% | 6.0% | ? | 6.5µM* | -1.0 | i | ? | 0%
O=C(NCC1CCCO1)c1ccc(NC(=O)C2CC=CCC2C(=O)O)cc1 (stereo not given) | -3% | 7% | 0.0% | 18%[9.22 µM] | / | -1.3 | i | 18% | /
O=C(O)CCCC(=O)Nc1ccccc1SCCS(=O)(=O)c1ccc(Cl)cc1 | 0% | -25% | 5.1% | -21% | -12% | -1.2 | i | -7% | -1%
CC1=C(C(=O)N(C)C)CC(CC(=O)NCc2cccs2)C(=O)N1Cc1ccc(F)cc1 (stereo not given) | / | -1% | -0.9% | -6% | / | 0.6 | i | -26% | /
CC(C)(CNC(=O)c1ccc(S(=O)(=O)Nc2cccc(C(F)(F)F)c2)cc1)N1CCOCC1 | 1% | -13% | -0.1% | 1% | -21% | -3.6 | i | -2% | 2%
COc1cc(C(=O)NCc2nnc(SCC(=O)Nc3cc(C)on3)o2)cc(OC)c1OC | 0% | 12% | -0.5% | -3% | -1% | -2.2 | i | -13% | -3%
Cc1cc(-c2onc(C)c2C(=O)Nc2ccc(C(F)(F)F)cc2)no1 | -1% | 1% | 0.5% | -22% | 2% | 0.7 | i | 11% | 0%

Complete entries from above. Values in the order: A549 tox | HepG2 viability | Nrf2 ARE act | Abeta rescue | Nrf2 block | CCT chaperon mod | pAkt inh | TGFb SMAD3 inh | MmCpn inh
Cc1cc(Cl)ccc1OCC(=O)NCCOc1nc(N2CCCCC2)nc(N2CCOCC2)n1 reads 1% | 1% | -0.4% | -2% | 1% | -13 | i | -16% | -1%
O=CN1CCN(C(C(=O)NC2CCCC2)c2cc3c(cc2[N+](=O)[O-])OCO3)CC1 (stereo not given) reads -10% | -12% | 2.4% | -17% | 10% | 0.5 | i | 0% | -4%
S=C1N[C@H]2CCCC[C@@H]2N1 reads 13% | -12% | -0.1% | 6% | -26% | -4.1 | i | -9% | 3%

Source: PubChem BioAssay
